HEK293 NOD2/NF-kB: NOD2 signaling inhibitors, cell-based, luminescence, uHTS, HEK293 (AID 1566) | HEK293 NOD2/NF-kB luciferase reporter, luminescence; higher % means a stronger effect | inhibition, % at 4 µM, or EC50 in µM where a hit was titrated | 0.63% of 290,000 active; note: many of its hits are not listed in these tables
KOR beta-arrestin-1: KOR antagonists, beta-arrestin recruitment, cell-based, luminescence, uHTS (AID 1778); one-dose inhibition, % at 10 µM; IC50 in µM for titrated hits; 0.091% of 290,000 active; KOR beta-arrestin recruitment, luminescence, antagonist mode; higher % means a stronger effect; note: strong numbers were not always called active
HIV peptide binding: inhibitors of HIV fusion peptide binding, primary screen, biochemical, uHTS, fluorescence dequenching (AID 1986). cell-free peptide binding, fluorescence dequenching, 30 min; higher % means a stronger effect. one-dose inhibition, % at 20 µM; IC50 in µM for titrated hits. 0.3% of 290,000 active; in the data active = inhibition mostly above about 52%, no sharp cut-off; inactive = mostly below about 76%; note: some results filed as inactive read as strong as hits
GPR55 LPI antagonism: GPR55 antagonists blocking LPI-driven arrestin recruitment, primary screen, imaging, U2OS, beta-arrestin-GFP, LPI agonist (AID 2013); 0.13% of 290,000 active; U2OS GPR55 beta-arrestin-GFP translocation imaging, LPI antagonism; higher % means a stronger effect; one-dose inhibition, % at 10 µM; IC50 in µM for titrated hits;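 active = spots per cell inhibited over 60%, with over 100 cells counted and total cytoplasm intensity under 500,000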;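 note: U2OS cells stably carrying GPR55 and arrestin-GFP stimulated by 5 µM LPI near EC80; imaged beta-arrestin-GFP aggregate spots per cell after agonist stimulation; plate controls were LPI-stimulated DMSO wells for no effect and DMSO wells without LPI for full effect; some results filed as inactive read as strong as hits; confirmed hits need IC50 under 10 µM and bright autofluorescent wells are also inconclusive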
GPR55 activation: selective activators of receptor GPR55 – imaging, U2OS cells, beta-arrestin-GFP redistribution, primary screen (AID 1961) | activation, % at 10 µM; hits with a dose series show EC50 in µM | U2OS GPR55 beta-arrestin-GFP redistribution imaging; higher % means a stronger effect | 0.048% of 290,000 active;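 active = activation above 40% with more than 50 cells counted in the well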;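 note: U2OS osteosarcoma cells stably expressing GPR55 and beta-arrestin-GFP; plate controls were DMSO negative control for no effect and LPI positive control for full effect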
SV40 large T antigen: TAg ATPase/helicase activity blockers – biochemical (AID 1903); SV40 large T antigen ATPase/helicase inhibition assay; higher % means a stronger effect; one-dose inhibition, % at 20 µM; IC50 in µM for titrated hits; 0.39% of 310,000 active; in the data active = a potency from the dose series; note: strong numbers were not always called active
KOR beta-arrestin-2: KOR agonists, beta-arrestin recruitment, primary screen, cell-based, luminescence, uHTS (AID 1777); KOR beta-arrestin recruitment, luminescence; higher % means a stronger effect; one-dose activation, % at 10 µM; EC50 in µM for titrated hits; 0.02% of 280,000 active; in the data active = activation above about 50%, passing the limit was not always enough; note: a part of the inactive calls stands beside numbers as strong as those of hits
Rac1 GTP hydrolysis: MgcRacGAP GTPase-activating activity inhibitors, confirmation, biochemical, ADP Hunter fluorescence | MgcRacGAP-stimulated Rac1 GTP hydrolysis, ADP Hunter fluorescence; higher % means a stronger effect; GST-tagged Rac1 F28L mutant substrate | inhibition, % at 30 µM, or IC50 in µM where a hit was titrated | 0.6% of 340,000 active | AID 624330;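 active = first-screen hits whose inhibition reached a set limit at any dose in the follow-up dose series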;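 note: fluorescence reports GDP produced by GAP-driven GTP hydrolysis; strong numbers were not always called active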
NOD1 NF-kB reporter: NOD1 signaling inhibitors, primary screen, cell-based, luminescence, uHTS (AID 1578) | NOD1-driven NF-kB luciferase reporter cells, luminescence; higher % means a stronger effect | one-dose inhibition, % at 4 µM; EC50 in µM for titrated hits | 1% of 290,000 active; in the data active = inhibition mostly above about 36%, no sharp cut-off; inactive = mostly below about 34%;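 note: HEK-293T reporter cells stimulated with the NOD1 agonist gamma-tri-DAP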
The depositor's hits bear a star; x = not tested or not shown; [ ] = dose if it differs, or a comment. Cut-off read from the data, not from the text of the source, unless noted: active = inhibition above about 50%; inactive = the rest.

SMILES	HEK293 NOD2/NF-kB	KOR beta-arrestin-1	HIV peptide binding	GPR55 LPI antagonism	GPR55 activation	SV40 large T antigen	KOR beta-arrestin-2	Rac1 GTP hydrolysis	NOD1 NF-kB reporter
Cc1cnc(NC(=O)Nc2ccccc2)c(C)n1	-11%	23%	-1.0%	9%	-0.1%	10%	-22%	1%	-6%
O=C(COc1ccccc1C(=O)NCC1CCCO1)Nc1ccc(Br)cc1 (stereo not drawn)	2%	3%	1.1%	5%	0.0%	3%	4.6%	3%	-18%
Cn1c(=O)c(-c2ccccc2)c(O)c2ccccc21	6%	-20%	-0.6%	-13%	-0.3%	2%	6.7%	4%	-24%
Cn1c(CN2CCCC(C(=O)c3ccc4c(c3)OCO4)C2)nc2ccccc21 (stereo not drawn)	-8%	-11%	-0.6%	8%	0.5%	-1%	-2.9%	1%	-8%
COc1ccc(-n2c(SCC(=O)Nc3ccccc3C)nc(O)c(Cc3ccccc3)c2=O)cc1	14%	0%	1.2%	-4%	-0.2%	7%	6.5%	12%	-19%
COc1cc(-c2nc(S(=O)(=O)c3ccc(C)cc3)c(N(C)C)o2)cc(OC)c1OC	9%	-50%	1.4%	3%	0.2%	-1%	5.2%	2%	-24%
O=C1COc2ccc(C(=O)CSc3nnc(Cc4cccs4)n3-c3ccc(Cl)cc3)cc2N1	18%	11%	0.8%	4%	0.0%	-3%	1.0%	11%	10%
COc1cccc(NC(=O)N2CCCC2C(=O)NCc2ccccc2F)c1 (stereo not drawn)	14%	-24%	-1.6%	1%	-0.1%	13%	1.1%	-26%	41%
CCCCCCn1c(=O)[nH]c2nc3cc(N)c(C)cc3nc2c1=O	-9%	17%	39%	-5%	-0.3%	10%	3.6%	9%	56%
CCCOc1ccc([C@@H]2C3CN(C(=O)OCC)CC=C3C(C#N)=C(N)C2(C#N)C#N)cc1OC (stereo partly drawn)	15%	4%	4.7%	-4%	0.1%	13%	-3.4%	1%	-11%
Cc1ccccc1NC(=O)CSCC(=O)Nc1ccccc1C	15%	-9%	-1.0%	4%	-0.2%	5%	-2.5%	1%	9%
CS(=O)(=O)N(CCc1ccccc1)CC(=O)Nc1ccccc1	5%	6%	0.3%	4%	-0.5%	2%	1.3%	2%	-19%
COc1ccc(-c2nc(-c3ccccn3)ncc2S(C)(=O)=O)cc1	13%	33%	-0.1%	12%	-0.3%	8%	-2.0%	3%	-22%
O=C(CNc1ccc2ccccc2c1)N/N=C/c1ccncc1	6%	-31%	-3.9%	-9%	0.0%	17%	6.7%	1%	-11%
O=C(NC(=S)N1CCOCC1)c1cc2ccccc2o1	-12%	-20%[20 µM]	0.7%	8%	0.3%	x	x	4%	-26%
Cc1ccc(C)n1-c1cc(S(=O)(=O)N2CCOCC2)ccc1N1CCCC1	1%	2%	0.2%	5%	-0.2%	1%	-1.3%	4%	1%
O=C(/C=C/c1ccccc1[N+](=O)[O-])NCCc1ccc(F)cc1	4%	-41%	-0.4%	-6%	0.1%	-3%	6.7%	5%	40%
COc1cccc(CNC(=O)CN(C)S(=O)(=O)c2ccc3c(c2)CC(C)N3C(C)=O)c1 (stereo not drawn)	-6%	-23%	1.0%	10%	-0.2%	7%	0.9%	8%	-32%
COc1ccccc1NS(=O)(=O)c1ccc(C(=O)NCC(c2ccccc2OC)N(C)C)cc1 (stereo not drawn)	11%	4%	-2.0%	44%	0.4%	24%	-4.9%	1%	0%
Cc1ccc(-n2c(SCC(=O)N3CCOCC3)nnc2-c2cccnc2)cc1	-3%	-20%	-2.1%	-5%	-0.3%	10%	0.0%	4%	x
CC(=O)Nc1ccc(C(=O)N/N=C/C2CC3C=CC2C3)cc1 (stereo not drawn)	12%	-6%	-0.7%	-23%	0.3%	8%	-0.8%	3%	-17%
O=C(CC(c1ccccc1)c1cc(Br)ccc1O)N1CCCCC1 (stereo not drawn)	15%	31%	-1.0%	2%	0.3%	x	1.8%	0%	7%
COc1ccc(-n2c(Cc3cccn3C)nnc2SCC(=O)Nc2ccccc2C)cc1	9%	7%	-0.3%	2%	0.3%	17%	2.5%	6%	57%*
O=C(Nc1ccccc1)Nc1cc([N+](=O)[O-])ccc1F	3%	x	-1.1%	16%	-0.2%	4%	-3.3%	10%	-18%
CCOc1ccc(-c2nnc3sc(COc4ccc(C)cc4)nn23)cc1	35%	4%	0.8%	-12%	-0.2%	6%	-5.3%	6%	17%
O=C(Nc1ccc(C(F)(F)F)cc1)c1csc(-c2ccncc2)n1	20%	-30%[20 µM]	-0.3%	9%	0.2%	1%	-2.9%	9%	4%
CSC(=Nc1ccccc1)Nc1ccccc1	-16%	1%	-1.0%	2%	0.3%	8%	6.9%	10%	-14%
O=C(c1ccc(S(=O)(=O)Cc2cc(F)ccc2F)c([N+](=O)[O-])c1)N1CCCC1	3%	-7%	-1.3%	16%	-0.2%	8%	-1.9%	5%	5%
CCCC(=O)C1=C(O)C(C(=O)OC)C(C)(C)CC1=NC (stereo not drawn)	0%	-37%	-3.7%	-8%	-0.2%	7%	-6.5%	6%	12%
C=CCn1cnc2c(sc3nc(C)cc(C)c32)c1=O	-3%	28%	-0.4%	-1%	-0.2%	8%	-2.4%	13%	-9%
CC1CCN(C(=O)C(NS(=O)(=O)c2cccc3nsnc23)C(C)C)CC1 (stereo not drawn)	2%	-33%	-0.5%	-4%	-0.1%	4%	3.1%	9%	-14%
Cc1ccnc(NC(=O)COc2ccc3oc4c(c3c2)CCCC4)c1	23%	-5%	-1.5%	7%	0.2%	22%	0.0%	5%	-25%
Cc1sc(N(C(=O)CCc2ccccc2)c2ccc(C(=O)O)cc2)nc1-c1ccccc1	13%	-51%	74%	0%	-0.2%	19%	8.2%	1%	21%
COc1ccccc1C(=O)N1CCN=C1SC	13%	30%	1.1%	1%	-0.1%	1%	-4.2%	1%	-6%
Cc1ccc(NS(=O)(=O)c2ccc(C3CCCCC3)cc2)cc1	17%	-2%	4.8%	11%	-0.3%	0%	9.0%	7%	5%
Cc1nn2c(-c3ccncc3)ccnc2c1Cl	4%	26%	-0.4%	4%	-0.3%	14%	-1.4%	4%	-28%
CCOC(=O)c1c(C)[nH]c(C(=O)OCC(=O)N2CC(C)OC(C)C2)c1C (stereo not drawn)	6%	-19%	3.0%	-6%	-0.1%	7%	-2.2%	-2%	-2%
Cc1cc(OCC(=O)N2CCN(c3ccccc3)CC2)c2c(C)c(C)c(=O)oc2c1	-14%	-14%	-4.2%	10%	0.5%	5%	0.3%	8%	-27%
CCC1CCCCN1C(=O)CCC(=O)Nc1nnc(C(F)(F)F)s1 (stereo not drawn)	-5%	-10%	2.8%	0%	-0.2%	13%	6.5%	-3%	-11%
CCn1cc(/C=C(\NC(=O)c2ccccc2F)C(=O)N2CCCC2)c2ccccc21	25%	-48%	1.8%	11%	-0.2%	18%	-1.8%	13%	-10%
CC(C)[C@H](NC(=O)C1CCN(S(=O)(=O)c2ccccc2)CC1)C(=O)NCc1ccncc1	12%	-11%	0.7%	5%	-0.1%	5%	-2.0%	14%	-1%
O=C1CCOc2cc(OCc3ccccc3)ccc21	-117%	-3%	-4.0%	6%	-0.3%	5%	3.6%	4%	6%
O=C(Nc1nc(-c2ccc(F)cc2)cs1)c1cnccn1	14%	-2%	3.8%	2%	0.4%	1%	-1.4%	4%	-20%
COc1ccc(C)c2sc(=NC(=O)c3ccccc3)n(C)c12	-113%	-12%	3.1%	7%	-0.3%	0%	-1.5%	3%	-46%
Cn1cccc1-c1cc(C(=O)N/N=C/c2ccc(Cl)cc2)[nH]n1	6%	-25%	0.8%	2%	-0.1%	2%	-1.8%	8%	-24%
CN(C)CCN1C(=O)C(=O)/C(=C(/O)c2ccc3c(c2)OCCO3)C1c1ccccn1 (stereo not drawn)	-28%	-10%	-1.7%	11%	-0.1%	7%	0.8%	-14%	-6%
COc1ccc([N+](=O)[O-])cc1N(CC(=O)Nc1ccccc1C(=O)NC(C)C)S(C)(=O)=O	2%	12%[20 µM]	-1.2%	6%	-0.1%	11%	-2.8%	7%	-17%
COc1ccc(C(F)(F)F)cc1NC(=O)c1nc2nc(C)cc(C(F)F)n2n1	8%	25%	-1.1%	14%	-0.3%	6%	-3.4%	10%	0%
O=C(C1=C[C@H](c2ccccc2)C[C@H](OCCCCO)O1)N1CCOCC1	22%	0%	2.2%	-1%	0.2%	6%	-3.2%	-24%	-5%
Cc1onc(-c2ccccc2)c1C(N)=O	0%	-55%	-2.5%	4%	0.3%	-1%	0.7%	11%	14%
NS(=O)(=O)c1ccc(Cl)cc1[N+](=O)[O-]	12%	50%	1.3%	6%	0.4%	9%	0.5%	4%	1%
O=C(Nc1ccc(S(=O)(=O)N2CCCC2)cc1)C1COc2ccccc2O1 (stereo not drawn)	13%	3%	-2.3%	3%	0.0%	4%	3.8%	0%	-32%
O=C(O)C1CC(=O)N(CCc2c[nH]c3ccccc23)C1 (stereo not drawn)	14%	-1%	-0.1%	6%	-0.1%	15%	28%	6%	8%

Compound activity as filed in PubChem BioAssay.

Only part of the results is shown (hit frequency here may not be typical).
